# CHT PAM = allosteric activators of human choline transporter CHT; B-score at 10 µM; hit rate 0.49% among 310,000; CHT-expressing cells, membrane potential dye, choline EC20; active compounds read high; LV-AA mutant CHT in HEK293 cells; Q9GZV3;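 active = initial fluorescence not abnormally high and integrated response B-score, plate-corrected, over 3 SD above library mean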
# Target sequence (Q9GZV3 whole entry, looked up): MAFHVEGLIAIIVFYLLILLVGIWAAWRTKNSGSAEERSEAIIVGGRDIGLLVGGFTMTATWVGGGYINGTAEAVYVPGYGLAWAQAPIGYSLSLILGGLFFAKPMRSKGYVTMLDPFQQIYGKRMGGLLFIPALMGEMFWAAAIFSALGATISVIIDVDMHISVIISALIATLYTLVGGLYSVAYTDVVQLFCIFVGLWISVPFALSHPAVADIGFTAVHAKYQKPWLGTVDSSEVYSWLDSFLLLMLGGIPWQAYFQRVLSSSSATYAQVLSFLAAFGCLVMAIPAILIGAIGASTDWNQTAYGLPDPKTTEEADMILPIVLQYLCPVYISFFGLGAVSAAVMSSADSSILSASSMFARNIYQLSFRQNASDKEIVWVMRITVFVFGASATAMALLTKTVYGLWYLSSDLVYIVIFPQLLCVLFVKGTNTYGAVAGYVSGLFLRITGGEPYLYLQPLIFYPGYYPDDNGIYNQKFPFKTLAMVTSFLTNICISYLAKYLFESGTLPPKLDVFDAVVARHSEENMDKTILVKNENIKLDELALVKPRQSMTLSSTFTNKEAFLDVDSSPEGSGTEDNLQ
# OX1R antag = blocks the human orexin 1 receptor | O43613 | hit rate 0.43% among 330,000 | CHO/OX1R cells, Fluo-8 calcium fluorescence, orexin A | inhibition, % at 5 µM;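 active = inhibition above its plate's threshold, mean inhibition of all tested compounds on the plate plus 3 SD, cut at about 37% in these data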;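 note: 0% = orexin A challenge wells and 100% = SB-334867-A antagonist wells; not every result past the cut was called active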
# Target sequence (O43613 whole entry, looked up): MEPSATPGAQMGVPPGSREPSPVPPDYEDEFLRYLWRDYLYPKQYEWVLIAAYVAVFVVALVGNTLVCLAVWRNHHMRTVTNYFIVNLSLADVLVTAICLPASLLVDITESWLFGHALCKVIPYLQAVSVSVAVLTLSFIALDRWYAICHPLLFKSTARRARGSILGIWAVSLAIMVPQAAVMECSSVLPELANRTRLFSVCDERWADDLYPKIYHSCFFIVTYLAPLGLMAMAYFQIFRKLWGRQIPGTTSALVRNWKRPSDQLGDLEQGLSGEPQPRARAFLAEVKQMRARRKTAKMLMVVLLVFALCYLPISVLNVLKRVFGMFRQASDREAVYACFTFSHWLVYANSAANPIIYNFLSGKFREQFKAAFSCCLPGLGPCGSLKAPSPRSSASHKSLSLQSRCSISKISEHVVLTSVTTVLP
# * = called active by the depositor; i = inactive; · = not tested or not shown.
# Start of the data: the first 7 compounds (preview)
SMILES,CHT PAM,OX1R antag
CCN(CC)CCCN1C=C2C(=O)C(C)(OC(=O)CCC(=O)OC)C(=O)C=C2C=C1C1CC1 (centres undefined),i,3
Cc1cccc(N(CC(=O)Nc2c(C)n(C)n(-c3ccccc3)c2=O)S(C)(=O)=O)c1C,i,-8
CCC(=O)N1CCc2cc(S(=O)(=O)NCCC(=O)N3CC=C(c4ccccc4)CC3)ccc21,i,5
Cc1cc(N2CCN(C)CC2)nc2ccc(NC(=S)N3CCN(c4ccccn4)CC3)cc12,i,-23
O=c1c2ccc([N+](=O)[O-])cc2ncn1CCOc1ccc(Cl)cc1,i,-6
O=C(O)c1cn(Cc2ccccc2)nc1-c1cccnc1,i,-16
CCC(Sc1nccn1C)C(=O)Nc1nnc(C)s1 (centres undefined),i,-3

# Results, repeating the preview:
SMILES,CHT PAM,OX1R antag
CCN(CC)CCCN1C=C2C(=O)C(C)(OC(=O)CCC(=O)OC)C(=O)C=C2C=C1C1CC1 (centres undefined),i,3
Cc1cccc(N(CC(=O)Nc2c(C)n(C)n(-c3ccccc3)c2=O)S(C)(=O)=O)c1C,i,-8
CCC(=O)N1CCc2cc(S(=O)(=O)NCCC(=O)N3CC=C(c4ccccc4)CC3)ccc21,i,5
Cc1cc(N2CCN(C)CC2)nc2ccc(NC(=S)N3CCN(c4ccccn4)CC3)cc12,i,-23
O=c1c2ccc([N+](=O)[O-])cc2ncn1CCOc1ccc(Cl)cc1,i,-6
O=C(O)c1cn(Cc2ccccc2)nc1-c1cccnc1,i,-16
CCC(Sc1nccn1C)C(=O)Nc1nnc(C)s1 (centres undefined),i,-3
CCCN1CCN(C(=O)Cn2cnc3ccc(S(=O)(=O)N4CCC(C)CC4)cc3c2=O)CC1,i,-24
CCOc1ccc(-c2c(C)sc3nc[nH]c(=O)c23)cc1,i,-10
CNC(=O)C1CCN(S(=O)(=O)c2c(C)noc2/C=C/c2cccc(OC)c2)CC1,i,3
Cc1ccc(S(=O)(=O)N2CCCCC2)cc1C(=O)Nc1ccc2cn[nH]c2c1,i,-31
CSCc1ccc(C(=O)N2CCCC(Nc3ccc4c(c3)OCCO4)C2)o1 (centres undefined),i,-20
O=C(O)C[C@H]1c2cc(F)ccc2S(=O)(=O)N1C1CCCC1,i,-6
Cc1ccc(N=Nc2c(N)[nH]n3c(=O)cc(C)nc23)cc1,i,-16
CNC(=S)N/N=C(\C)c1cccc(C(F)(F)F)c1,i,-17
N#CCCN(C(=O)COC(=O)COc1ccc(Cl)cc1)c1ccccc1,i,-5
CCCCn1c2nc3ccccc3nc2c2c(=O)n(C(C)CC)cnc21 (centres undefined),i,-29
Cc1ccc(NC(=O)N2CCC(NC(=O)c3cccc(F)c3)CC2)cc1,i,-21
CN(C)CCCNC(=O)c1cc(C(=O)c2c(Cl)cccc2Cl)c[nH]1,i,-4
Cc1ccc(S(=O)(=O)N2CCCCC2)cc1NC(=S)NC(=O)c1ccco1,i,-22

# 7 entries from above, tab-delimited:
SMILES	CHT PAM	OX1R antag
CCC(Sc1nccn1C)C(=O)Nc1nnc(C)s1 (centres undefined)	i	-3
CCCN1CCN(C(=O)Cn2cnc3ccc(S(=O)(=O)N4CCC(C)CC4)cc3c2=O)CC1	i	-24
CCOc1ccc(-c2c(C)sc3nc[nH]c(=O)c23)cc1	i	-10
CNC(=O)C1CCN(S(=O)(=O)c2c(C)noc2/C=C/c2cccc(OC)c2)CC1	i	3
Cc1ccc(S(=O)(=O)N2CCCCC2)cc1C(=O)Nc1ccc2cn[nH]c2c1	i	-31
CSCc1ccc(C(=O)N2CCCC(Nc3ccc4c(c3)OCCO4)C2)o1 (centres undefined)	i	-20
O=C(O)C[C@H]1c2cc(F)ccc2S(=O)(=O)N1C1CCCC1	i	-6

# The list continues.
SMILES,CHT PAM,OX1R antag
Cc1cccc(N2C(=O)C3C(c4ccccc4)OC4(C(=O)c5ccccc5C4=O)C3C2=O)c1 (centres undefined),i,-16
COc1ccc(-c2cc(C(F)(F)F)c(C#N)c(SCC(=O)Nc3ccccc3C#N)n2)cc1,i,-20
COc1ccc(-c2cc(-c3cccs3)nc3sc(C#N)c(N)c23)cc1,i,-27
CCCC(=O)NC(=S)Nc1cccc(NC(=O)c2ccc(Cl)cc2Cl)c1,i,9
NCCNC(=O)Cc1ccc(NC(=O)Cc2ccc(Nc3ncnc4c3ncn4[C@@H]3O[C@H](CO)[C@@H](O)[C@H]3O)cc2)cc1,i,11
Nc1c(C(=O)O)sc2nc(-c3ccccc3)cc(-c3ccccc3)c12,i,-9
COC(=O)Cn1c2c(c3cc(C)ccc31)CCCC2NC(C)c1ccccc1 (centres undefined),i,-20
C=C(C)CN(CC)C(=O)CSc1nc2ncc(Cl)cc2[nH]1,i,-28
CS(=O)(=O)N(Cc1ccccc1)c1ccc(C(=O)Nc2ccccc2C(=O)O)cc1,i,-12
Cc1ccc(NC(=O)Nc2ccc3c(c2)nc(C)n3C)cc1C,i,-7
N#Cc1ccc(S(=O)(=O)N2CCN(CC(=O)Nc3ccccc3C(=O)NC3CC3)CC2)cc1,·,-11
COc1ccc(Cn2ccnc2)cc1[N+](=O)[O-],i,-5
O=C(CCCCCNC(=O)c1ccccc1)N/N=C/c1ccco1,i,-14
O=C(COC(=O)c1cccc(S(=O)(=O)NCc2ccccc2)c1)NCC1CCCO1 (centres undefined),i,-17
Cc1cccc(-n2c(O)c(C=Nc3c(C)n(C)n(-c4ccccc4)c3=O)c3ccccc3c2=O)n1,i,-9
COCC(=O)Nc1nc(-c2ccc([N+](=O)[O-])cc2)cs1,i,-7
CCc1nc(SCC(=O)N2CCC(C)CC2)c2c(=O)n(C)c(=O)n(C)c2n1,i,-38
NNC(=O)CN1C(CN2CCOCC2)=Nc2ccc(Br)cc2C1c1ccccc1 (centres undefined),i,-32
CN(C)C(=O)NCc1ccc(S(N)(=O)=O)cc1,i,-4
Cc1cccc(N2CCN(C(=O)c3ccc4nccnc4c3)CC2C)c1 (centres undefined),·,-24
O=C1CC(SCCc2nc3ccccc3[nH]2)C(=O)N1c1ccc(F)cc1 (centres undefined),i,-13
CC(C)CN(C(=O)CSc1nnnn1C)C1CCS(=O)(=O)C1 (centres undefined),i,-18
COc1ccccc1-c1noc(CCCC(=O)N2CCOCC2)n1,i,3
Cc1ccc(-c2cn(-c3ccccc3F)c(=S)[nH]2)cc1,i,-18
COC(=O)CNc1cc(S(=O)(=O)N2CCCCC2)ccc1Oc1cccc(C)c1,i,-39
O=C(NCCC(=O)N1CCN(S(=O)(=O)c2ccccc2F)CC1)Nc1ccccc1,·,-28
Cc1coc2cc3oc(=O)c(CCC(=O)NCC(=O)O)c(C)c3cc12,i,·
COc1ccc(C(=O)/C(=C/N(C)C)S(=O)(=O)c2ccccc2)cc1,i,-27
COc1ccc(S(=O)(=O)Nc2ccccn2)c(C)c1C,i,7
CCOC(=O)c1cc(=O)c2c([N+](=O)[O-])ccc(OC)c2o1,i,12
CCOC(=O)CCCSc1nnc(CCCCCN2C(=O)c3cccc4cccc(c34)C2=O)o1,i,-27
Cc1ccc(CN2C(=O)CCC2C(=O)N2CCN(c3ccccc3)CC2)cc1 (centres undefined),i,-13
CCOc1ccc(CCN2C(=O)CCC2(C)C(=O)NC(C)CC)cc1OCC (centres undefined),i,-32
O=C(N/N=C/c1ccco1)c1cc([N+](=O)[O-])cc([N+](=O)[O-])c1,i,-6
C/C=C(/C(=C/C)c1ccc(O)cc1)c1ccc(O)cc1,i,9
Cc1cccc(NC(=O)/C(C#N)=C/c2ccc(Sc3ccccc3)o2)c1C,i,-30
Cc1cc(NC(=O)CSc2nnc(NCc3ccccc3)s2)no1,i,-4
COc1cc(/C=C2\NC(=O)NC2=O)cc(Br)c1OC,i,0
O=C(COC(=O)c1cccs1)Nc1cc(S(=O)(=O)N2CCOCC2)ccc1Cl,i,-11
Cn1ncc2c(=O)n(CC(=O)NC34CC5CC(CC(C5)C3)C4)cnc21,i,-5
Cc1cc(/C=N/n2cnnc2)c(C)n1-c1ccc(C(=O)O)cc1,i,1
O=C(NC(CCl)c1ccccc1)c1ccc(Cl)cc1 (centres undefined),i,-15
CCn1nnnc1-c1ccc(OC)c(S(=O)(=O)N2CCCCC2)c1,i,-17
O=C1N/C(=C/c2ccco2)C(=O)N1Cc1ccccc1F,i,-6
CC1CC(C)CN(C(=O)c2ccc3c(c2)OCCO3)C1 (centres undefined),·,6
Cc1c(NS(=O)(=O)c2cccs2)c(=O)n(-c2ccccc2)n1C,i,-22
CN(C(=O)COC(=O)C1CSC2(C)CCC(=O)N12)c1ccccc1 (centres undefined),i,-2
CN(C)N1C(N)=C(C#N)C(c2ccc(Cl)cc2)C2=C1CCCC2=O (centres undefined),i,-20
Cc1nc2cc(NC(=O)N3CCCC3)ccc2n1C,6.5*,-6
Clc1nccnc1N/N=C/c1ccc(Br)cc1,i,-37
Cc1ccc2c(c1)c1c3n2CCN(CC#N)C3CCC1 (centres undefined),i,-6
COc1ccc(NC(=O)NCCCCc2ccccc2)cc1OC,i,-1
CC(C)(C)C(=O)OC/C(N)=N/OC(=O)c1ccc(Cl)c(Cl)c1,i,-22
O=C(NNC(=S)NC(=O)c1cccc([N+](=O)[O-])c1)c1ccc(O)cc1,i,1
CCOC(=O)C1(CC2CCCCO2)CCN(C(=O)Nc2ccc(SC)cc2)CC1 (centres undefined),i,-18
COc1n[nH]c(C(=O)Nc2cc(F)ccc2C)c1[N+](=O)[O-],i,-6
Cc1ccc2c(cnn2C(=O)CCC(=O)N2CCCCC2C)c1 (centres undefined),i,-13
COc1ccc(N(C(=O)c2cccnc2)S(=O)(=O)c2ccccc2)cc1,i,-5
Fc1ccccc1Cc1ccc(Cl)nn1,i,-5
Cc1ccc(CNC(=O)c2ccc[nH]2)cc1,i,-9

# (cont.)
SMILES,CHT PAM,OX1R antag
CCCCN(C)C(=O)C1CCN(Cc2cccnc2)CC1,i,-10
O=C(C1=C[C@@H](c2ccc(C(F)(F)F)cc2)C[C@@H](OCCCCO)O1)N1CCN(Cc2ccc3c(c2)OCO3)CC1,i,-41
C/C=C/C(=O)Nc1nnc(C(C)C)s1,i,-9
CC(=O)OCC1=C(C(=O)O)N2C(=O)C(NC(=O)c3ccc(COc4cccc(Cl)c4Cl)o3)C2SC1 (centres undefined),i,1
Cc1ccc(/C=C/C2=NN(C)C(=O)CC2)cc1,i,-17
CC(C)(C)c1ccc(OCCCC(=O)NC2=NCCS2)cc1,i,-6
COc1ccc(NC(=O)CN2CCC(NC(=O)c3ccc(OC)cc3)CC2)cc1,i,-25
Cc1cc(Cl)c(S(=O)(=O)N(C)C)cc1OCC(N)=O,i,-30
CCc1ccc(N2CC(C(=O)OCC(=O)Nc3ccc([N+](=O)[O-])cc3)CC2=O)cc1 (centres undefined),·,2
O=C(CNC(=O)c1cccc(F)c1)OCCOc1cccc(Cl)c1,i,-5
NS(=O)(=O)c1ccc(N=Nc2c(O)ccc3ccccc23)cc1,i,-4
O=C(O)c1ccc(CNCc2cccc(Cl)c2Cl)cc1,i,6
O=C(CSc1n[nH]c(-c2ccc(Br)cc2)n1)N1CCOCC1,·,-5
CCCC(=O)N1CC(=O)Nc2ccc(Br)cc2C1c1ccc(F)cc1 (centres undefined),i,-37
Cc1nc2sccn2c(=O)c1S(=O)(=O)Nc1ccc(N2CCN(S(C)(=O)=O)CC2)cc1,i,-5
Cc1ccc(Nc2nc3ccccc3[nH]2)nc1,i,-22
COc1ccc(-c2cn3nc(SCC(=O)NC4CCCCC4)ccc3n2)cc1,i,-34
Cc1nc2ccc(Cl)cn2c1C(=O)NN,i,-31
CSc1ccc(/C=C/C(=O)N2CCCN(C)CC2)cc1,i,-28
CC(=O)Nc1ccc(C2Nc3ccccc3C(=O)N2C2CCCCC2)cc1 (centres undefined),i,-16
O=c1cc(NS(=O)(=O)c2ccccc2)nc(SCc2ccc(Cl)cc2)[nH]1,i,-18
O=[N+]([O-])c1cc(C(F)(F)F)ccc1-n1nnc2ccccc21,i,-17
CCOc1ccc(CNC23CN4CN(CN(C4)C2)C3)cc1,i,-13
O=C(Oc1c(CN2CCOCC2)cc(Cl)c2cccnc12)c1ccc(F)cc1,i,-9
COc1ccc2[nH]c3c(=O)n(CCc4ccccc4)cnc3c2c1,i,-20
COc1ccc(N(C)S(=O)(=O)c2cccc(C(=O)Nc3ccc(-n4cnnn4)cc3)c2)cc1,i,11
CCN1C(=S)N[C@@H](c2ccccc2)C(C(=O)OC)=C1C,i,-19
CCOc1ncccc1C(=O)Nc1ccccc1N1CCOCC1,·,-9
Cc1ccc(CNC(=O)CSCc2cccc(F)c2)cc1,i,-7
O=[N+]([O-])c1ccc(-c2nn(-c3ccccc3)cc2/C=N/n2c(-c3ccncc3)n[nH]c2=S)cc1,i,-12
COc1ccccc1N1CCN(CCCCNC(=O)c2ccc3ccccc3c2)CC1,7.6*,-30
Cc1ccc(Nc2nnc(SCC(=O)c3ccc(O)cc3O)s2)cc1,i,-6
CN(CC(=O)O)S(=O)(=O)c1ccc2c(c1)NC(=O)CC(=O)N2,i,-5
Cc1nn(-c2ccccc2)c(C)c1/C=N/n1cnnc1,i,-13
O=C(NNC(=O)c1ccc2ccccc2c1)Nc1ccc(F)cc1,i,-12
CC[C@]12c3[nH]c4cc(-c5ccco5)ccc4c3CCN1C(=O)[C@@H](CC(=O)NCCCn1ccnc1)C[C@@H]2C(=O)N1CCN(C(=O)c2ccco2)CC1,·,-27
Cc1ccccc1NC(=O)c1cnn(-c2ccccc2)c1NC(=O)c1ccco1,i,-18
CCCCN(C)Cc1cc(=O)oc2ccc3ccccc3c12,i,-41
O=C(/C=C/c1c[nH]c2ccccc12)c1ccccc1,i,12
O=C(NN=C1C2CC3CC1CC(Cl)(C3)C2)c1cccs1,i,-23
O=C(c1ccc2c(=O)n3c(nc2c1)CCCCC3)N1CCN(c2ccc(F)cc2)CC1,i,-35
N#Cc1ccc(Cl)cc1NC(=O)COC(=O)c1ccc(S(=O)(=O)N2CCCC2)cc1,i,-23
Cc1ccc(S(=O)(=O)NC(=O)NCc2ccccn2)cc1,i,-5
COc1ccc(O)c(/C=N/NC(=O)c2ccc(CSc3nc(C)cc(C)n3)cc2)c1,i,-18
O=C(Nc1nc2ccccc2s1)c1ccc([N+](=O)[O-])o1,i,-11
CC(=O)c1ccc(-n2c(C)c(C(C)=O)c3cc(O)ccc32)cc1,i,-14

# Compound activity (PubChem)
